CHT allo act – human CHT allosteric activation. B-score at 10 µM. AID 488977. 310,000 tested, 0.49% active. CHT-expressing cells, membrane potential dye, choline EC20; active compounds read high; LV-AA mutant CHT in HEK293 cells;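 active = initial fluorescence not abnormally high and integrated response B-score, plate-corrected, over 3 SD above library mean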
Target sequence (Q9GZV3 whole entry, looked up): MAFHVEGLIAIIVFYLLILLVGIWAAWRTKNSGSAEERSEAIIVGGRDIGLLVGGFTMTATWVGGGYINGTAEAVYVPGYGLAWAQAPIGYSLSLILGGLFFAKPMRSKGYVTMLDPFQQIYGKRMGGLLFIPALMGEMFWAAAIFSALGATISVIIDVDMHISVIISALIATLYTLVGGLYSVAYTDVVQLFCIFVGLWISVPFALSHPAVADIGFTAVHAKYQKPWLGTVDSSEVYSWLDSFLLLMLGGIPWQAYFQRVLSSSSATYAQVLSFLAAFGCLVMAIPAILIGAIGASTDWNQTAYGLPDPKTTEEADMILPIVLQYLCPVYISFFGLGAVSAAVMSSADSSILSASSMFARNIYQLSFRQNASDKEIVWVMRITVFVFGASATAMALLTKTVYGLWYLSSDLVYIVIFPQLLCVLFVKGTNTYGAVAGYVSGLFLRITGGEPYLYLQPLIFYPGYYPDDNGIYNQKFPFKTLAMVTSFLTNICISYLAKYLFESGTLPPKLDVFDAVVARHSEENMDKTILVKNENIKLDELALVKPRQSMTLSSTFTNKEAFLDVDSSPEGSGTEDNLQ
OX1R antag – human HCRTR1 antagonism. O43613. inhibition, % at 5 µM. AID 434989. 330,000 tested, 0.43% active. CHO/OX1R cells, Fluo-8 calcium fluorescence, orexin A;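 active = inhibition above its plate's threshold, mean inhibition of all tested compounds on the plate plus 3 SD, cut at about 37% in these data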;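 note: 0% = orexin A challenge wells and 100% = SB-334867-A antagonist wells; not every result past the cut was called active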
Target sequence (O43613 whole entry, looked up): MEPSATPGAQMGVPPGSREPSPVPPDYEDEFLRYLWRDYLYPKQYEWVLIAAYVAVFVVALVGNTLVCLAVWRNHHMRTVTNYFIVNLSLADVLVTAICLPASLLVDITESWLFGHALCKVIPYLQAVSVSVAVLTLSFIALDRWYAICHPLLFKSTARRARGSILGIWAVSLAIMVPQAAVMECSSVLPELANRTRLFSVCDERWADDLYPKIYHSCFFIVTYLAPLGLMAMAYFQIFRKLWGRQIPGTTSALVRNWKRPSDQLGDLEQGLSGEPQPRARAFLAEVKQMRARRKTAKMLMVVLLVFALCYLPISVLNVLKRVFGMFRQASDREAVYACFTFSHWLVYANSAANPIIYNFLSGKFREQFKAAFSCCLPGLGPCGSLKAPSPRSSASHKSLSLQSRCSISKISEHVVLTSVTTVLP
* = called active by the depositor; i = inactive; / = not tested or not shown.

The first 2 compounds, ahead of the listing:
SMILES | CHT allo act | OX1R antag
N#CCCN1CCN(S(=O)(=O)c2ccc(S(=O)(=O)NCc3ccccc3)cc2)CC1 | i | -10
O=S(=O)(NC1CCCCC1)c1ccc(-c2csnn2)s1 | i | -34

The whole of this part (from the top)
SMILES | CHT allo act | OX1R antag
N#CCCN1CCN(S(=O)(=O)c2ccc(S(=O)(=O)NCc3ccccc3)cc2)CC1 | i | -10
O=S(=O)(NC1CCCCC1)c1ccc(-c2csnn2)s1 | i | -34
CCn1c(SC2CCOC2=O)nnc1-c1ccc(Cl)cc1 (configuration not stated) | i | -15
COc1ccccc1NC(=O)CCCc1nc(-c2ccc(OC)c(OC)c2)no1 | i | -14
Cc1ccccc1S(=O)(=O)NC1OC(=O)C(Oc2ccccc2)=C1Br (configuration not stated) | i | -5
Cc1cccc(C(=O)OCC(=O)NCCN2C(=O)CSC2=O)c1[N+](=O)[O-] | / | -2
O=C(NCc1cccc(Br)c1)C1CC2Cn3c(nc4ccccc43)C2N1c1ccccc1 (configuration not stated) | i | -22
COC(CN(C)C(=O)C1CCCN(S(=O)(=O)c2ccc3c(c2)oc(=O)n3C)C1)OC (configuration not stated) | i | -1
Nc1ccccc1C(=O)NC1CCCNC1=O (configuration not stated) | i | -8
COc1ccccc1COn1c(=O)c(-c2ccco2)[n+]([O-])c2ccccc21 | i | -1
COc1ccccc1C(=O)Nc1ccc2c(c1)CN(C(=O)CSC)CC2 | i | -25
O=C(N/N=C/c1cc(Cl)cc([N+](=O)[O-])c1O)c1ccc2c(c1)OCO2 | i | -5
CCn1ncc(/C=C2/SC(=S)NC2=O)c1C | i | 3
O=C(NNC(=O)c1cnccn1)c1cccc([N+](=O)[O-])c1 | i | 4
Cc1c(NS(=O)(=O)c2ccc([N+](=O)[O-])cc2)c(=O)n(-c2ccccc2)n1C | i | 5
Nc1nc(-c2cccnc2)nn1C(=O)Cc1ccccc1 | i | -12
CC1CN(C(=O)Nc2ccccc2)c2ccccc2-[n+]2ccsc21 (configuration not stated) | i | -9
COc1ccc2c(c1)C(=O)N(c1ccccc1OC)C(=O)C2(C)C | i | -14
CCOC(=O)c1cc2c(C)n(-c3ccc(C)cc3)c(C)c2ccc1=O | i | -13
CC(=O)Nc1ccc(NC(=O)COC(=O)Cc2cccs2)cc1 | i | -15
COc1ccc2c(=O)c(C(=O)NCCc3ccccc3)c[nH]c2c1 | i | 0
CCOc1ccccc1/C=N/Nc1ccc(Cl)nn1 | i | -18
CCc1sc(C(=O)Nc2ccc(NC(C)=O)cc2)cc1C | i | -15
Cc1c(-c2ccn[nH]2)cc(NC(=O)c2ccc(Cl)cc2)c(=O)n1N | i | -21
COc1ccc(N2CCC(CNC(=O)Nc3ccccc3)C2)cc1 (configuration not stated) | i | -19
CCOc1ccc(CN2CCCC(CO)(Cc3ccccc3F)C2)cc1 (configuration not stated) | i | -17
CCn1c(C(=O)NCc2cccnc2)cc2sc(Cl)cc21 | i | 3
C/C(=N\NC(=O)c1ccc(CN(C)S(=O)(=O)c2ccc(C)cc2)cc1)c1ccc(OC(F)F)cc1 | i | 3
Cc1nc(Nc2ccc(Cl)cc2)c2nnn(Cc3ccccc3)c2n1 | i | -22
CCCn1c(N2CCN(C(=O)/C=C/C(=O)O)CC2)nc2ccccc21 | i | 4
CC(=O)c1cc2c(cc1NS(=O)(=O)c1ccccc1F)OCO2 | i | -3
Cc1ccc(S(N)(=O)=O)cc1 | / | 9
Cn1c(=S)[nH]c2sc3c(c2c1=O)CCC(C(C)(C)C)C3 (configuration not stated) | i | -22
CN(CCc1ccccn1)C1CCCN(S(=O)(=O)c2ccccc2)C1 (configuration not stated) | i | -16
CS(=O)(=O)c1cccc(C(=O)NC(c2ccccc2)c2ccccc2)c1 | i | -22
Cc1cccc(NC(=O)CSc2nnc(-c3ccc(S(=O)(=O)N4CCOCC4)cc3)n2C)c1 | i | -33
COc1ccc(NC(=O)COC(=O)Cc2ccsc2)c(OC)c1 | / | -17
COc1ccc(N2C(=O)CC(N3CCCC4CCCCC43)C2=O)cc1 (configuration not stated) | i | -28
COCc1c(C(=O)NCCOc2ccc(Cl)cc2)oc2ccccc12 | / | -8
CCOc1cc(CNc2ccc(OC)cc2)cc(Br)c1OCC(=O)NC(C)(C)C | i | 9
OC1CCCN(c2ncnc3c2nnn3Cc2c(F)cccc2Cl)C1 (configuration not stated) | i | -14
Cc1ccccc1NC(=O)CSc1nnc(-c2ccco2)c(-c2ccco2)n1 | i | -22
C=CCSC1=C(C#N)C(c2ccccc2Cl)C(C(=O)c2cccs2)C(O)(C(F)(F)F)N1 (configuration not stated) | i | 42*
CC(C)NC(=O)N(C)C[C@H]1Oc2c(NS(=O)(=O)c3ccccc3)cccc2C(=O)N([C@H](C)CO)C[C@@H]1C | / | -3
Cn1c(=O)n(C)c2cc(NC(=O)c3cccc([N+](=O)[O-])c3)c(Br)cc21 | i | -12
CC(OC(=O)CCc1nc(=O)c2ccccc2n1C)C(=O)NCc1ccc2c(c1)OCO2 (configuration not stated) | i | -21
COc1ccc(NC(=O)c2cccc(S(=O)(=O)N3CCc4ccccc43)c2)cn1 | i | 3
CCOC(=O)c1[nH]c2ccc(OC)cc2c1NC(=O)OC | i | -7
COc1ccccc1Nc1nnc(SCC(=O)Nc2cc(C)on2)s1 | i | -8
CS(=O)(=O)N(CC(=O)NCCSCc1ccco1)c1ccc2c(c1)OCO2 | i | -13
CCCCCCCCCNC(=O)[C@H](NC(=O)COc1ccccc1)[C@@H]1NC(C(=O)OC)C(C)(C)S1 (some centres not stated) | i | -44
O=C(NCCc1ccccc1)C(=S)N1CCCCC1 | i | -17
COc1ccc(CCNC(=O)C(C)OC(=O)c2ccco2)cc1OC (configuration not stated) | i | -15
CC1CCN(S(=O)(=O)c2ccc([N+](=O)[O-])cc2)CC1 | i | -13
CCCn1c(-c2ccccc2)cc(SC)c(C#N)c1=O | i | -16
Cc1cccc(-n2ccnc2SCC(=O)Nc2cc(C)on2)c1 | i | -9
CSc1ccc(CNCC(O)c2ccccc2)cc1 (configuration not stated) | i | -31
CCC(C)Nc1nc(N)c([N+](=O)[O-])c(N2CCCCCC2)n1 (configuration not stated) | i | -34
NC(=S)Nn1c(-c2ccccc2)nc2ccccc2c1=O | i | 3
O=C(CN1C(=O)NC2(CCCC2)C1=O)Nc1nc(-c2ccc(F)c(F)c2)cs1 | / | -12

At a glance, part of the list above:
SMILES | CHT allo act | OX1R antag
CCOc1cc(CNc2ccc(OC)cc2)cc(Br)c1OCC(=O)NC(C)(C)C | i | 9
OC1CCCN(c2ncnc3c2nnn3Cc2c(F)cccc2Cl)C1 (configuration not stated) | i | -14
Cc1ccccc1NC(=O)CSc1nnc(-c2ccco2)c(-c2ccco2)n1 | i | -22
C=CCSC1=C(C#N)C(c2ccccc2Cl)C(C(=O)c2cccs2)C(O)(C(F)(F)F)N1 (configuration not stated) | i | 42*
CC(C)NC(=O)N(C)C[C@H]1Oc2c(NS(=O)(=O)c3ccccc3)cccc2C(=O)N([C@H](C)CO)C[C@@H]1C | / | -3
Cn1c(=O)n(C)c2cc(NC(=O)c3cccc([N+](=O)[O-])c3)c(Br)cc21 | i | -12
CC(OC(=O)CCc1nc(=O)c2ccccc2n1C)C(=O)NCc1ccc2c(c1)OCO2 (configuration not stated) | i | -21
COc1ccc(NC(=O)c2cccc(S(=O)(=O)N3CCc4ccccc43)c2)cn1 | i | 3
CCOC(=O)c1[nH]c2ccc(OC)cc2c1NC(=O)OC | i | -7
COc1ccccc1Nc1nnc(SCC(=O)Nc2cc(C)on2)s1 | i | -8
CS(=O)(=O)N(CC(=O)NCCSCc1ccco1)c1ccc2c(c1)OCO2 | i | -13
CCCCCCCCCNC(=O)[C@H](NC(=O)COc1ccccc1)[C@@H]1NC(C(=O)OC)C(C)(C)S1 (some centres not stated) | i | -44
O=C(NCCc1ccccc1)C(=S)N1CCCCC1 | i | -17
COc1ccc(CCNC(=O)C(C)OC(=O)c2ccco2)cc1OC (configuration not stated) | i | -15
CC1CCN(S(=O)(=O)c2ccc([N+](=O)[O-])cc2)CC1 | i | -13
CCCn1c(-c2ccccc2)cc(SC)c(C#N)c1=O | i | -16
Cc1cccc(-n2ccnc2SCC(=O)Nc2cc(C)on2)c1 | i | -9
CSc1ccc(CNCC(O)c2ccccc2)cc1 (configuration not stated) | i | -31

The results go on:
SMILES | CHT allo act | OX1R antag
Cc1ccc[n+](CC(=O)c2cc3ccccc3oc2=O)c1 | i | -5
COc1ccc(CCNC(=O)C(=O)N2CCCCC2)cc1OC | i | -11
CC(=O)c1ccc(NC(=O)CCNC(=O)c2ccc(Cl)cc2)cc1 | i | -8
O=C(N/N=C/c1ccc(OC(F)F)cc1)c1cc[n+]([O-])cc1 | i | -14
CCCN=C1NC(=O)C(CC(=O)NCCc2ccc(OC)c(OC)c2)S1 (configuration not stated) | i | -5
O=C(Cn1cc(C(F)(F)F)ccc1=O)NC(c1ccccc1)c1ccccc1 | i | -6
O=C(Nc1ccc(S(=O)(=O)Nc2nccs2)cc1)C1CC(=O)N(c2ccccc2)C1 (configuration not stated) | i | -15
O=C(/C=C/c1ccc(S(=O)(=O)N2CCOCC2)cc1)NCCc1ccc(C(F)(F)F)cc1 | / | 4
CCCOc1ccc(C2CC(=O)Nc3cc(OC)c(OC)cc32)cc1 (configuration not stated) | i | /
Cc1cccc(C(C(=O)NC2CCCC2)N(Cc2cccnc2)C(=O)c2csnn2)c1 (configuration not stated) | i | -32
COc1ccc(C(CNC(=O)c2ccc(C)o2)N2CCOCC2)cc1 (configuration not stated) | i | -16
COc1ccc(C2C3=C(CC(C)(C)CC3=O)N(C)C3=C2C(=O)CC(C)(C)C3)cc1 | i | -21
Cc1ccc(NC(=O)CCC(=O)c2ccc(Br)cc2)cc1 | i | -23
CCCN1CCN(S(=O)(=O)c2ccc3c(c2)NC(=O)C(C)C(=O)N3)CC1 (configuration not stated) | i | -15
Cc1cc(C)n2ncc(/C(N)=N/OC(=O)Nc3ccccc3)c2n1 | i | -8
CC1(C)CC(=O)c2c(-c3cccs3)n[nH]c2C1 | i | -19
O=C(Nc1cccc([N+](=O)[O-])c1)c1ccncc1 | i | 0
Cn1c(C(=O)N2CCc3ccccc3C2)cc2oc3ccccc3c21 | i | 6
CC(OC(=O)Cn1cnc2c1c(=O)n(C)c(=O)n2C)C(=O)N(C)c1ccccc1 (configuration not stated) | i | -15
Cc1ccccc1OCCC(=O)OCC(=O)Nc1ccc2[nH]c(=O)[nH]c2c1 | i | 1
O=C1CSC(c2ccc(F)cc2)N1c1c(F)cccc1F (configuration not stated) | i | -17
COc1cccc(-c2nc(CS(=O)CC(=O)NC3CC3)c(C)o2)c1 (configuration not stated) | i | -29
Cc1cc(C(=O)COc2ccccc2C(N)=O)c(C)n1C1CC1 | i | -9
CC(=O)Cc1nsc(NC(=O)c2ccc(-c3ccc(Cl)c(C(F)(F)F)c3)o2)n1 | i | -7
COc1ccc(-n2ncc3c2CC(C)(C)CC3NC(=O)CCN2CCCCC2=O)cc1 (configuration not stated) | i | -17
O=C(CCc1nc2cccnc2n1Cc1ccccc1)NCCc1ccc(Cl)cc1 | i | -32
Cc1ccc2nc(N/C(=N/S(=O)(=O)c3ccc(F)cc3)c3ccccc3)sc2c1 | i | -41
CC(=O)N(C)c1ccc(NS(=O)(=O)Cc2ccccc2)cc1 | i | -15
CCCN1C(=O)SC(CC(=O)Nc2cccc3ccccc23)C1=O (configuration not stated) | i | -3
CC(C)Cn1c2c(c(O)c(C(=O)Nc3ccc(F)cc3)c1=O)CCCC2 | i | -29
COc1cc2c(cc1OC)CN(C(=O)c1cccs1)CC2 | i | -16
CCOc1ccc(S(=O)(=O)N2CCOCC2)cc1NC(=O)Cc1c(F)cccc1Cl | i | -15
Cn1c(CO)cnc1SCC(=O)c1ccc(F)cc1 | i | -5
CSc1ccc(NC(=O)NCCCN2CCN(c3ccccc3F)CC2)cc1 | i | -39
COc1ccc(NC(=O)CN(C)C(=O)c2ccc3c(c2)OCCO3)cc1 | i | 5
S=C(Nc1ccc(Cl)cc1)NC1CC2CCCC(C1)N2C1CC1 (configuration not stated) | i | -3
COc1ccc(C2/C(=C(/O)c3ccc(F)cc3)C(=O)C(=O)N2c2ccccn2)cc1OC (configuration not stated) | i | -18
COc1ccc(-c2[nH]ncc2CN2CCCO2)cc1F | i | -3
O=S(=O)(Nc1ccccc1)c1ccc(S(=O)(=O)N2CCCC2)cc1 | / | 1
COc1cccc(CSc2nc3ccncc3[nH]2)c1 | i | 6
COc1cc(NC(=O)COC(=O)CNC(=O)c2cc(C)cc(C)c2)c(C)cc1[N+](=O)[O-] | i | -32
C=CCNC(=O)/C(=C/c1ccc(Br)cc1)NC(=O)c1ccccc1OC | i | -16
O=C(NC(=S)NCc1ccc(Cl)cc1Cl)c1ccco1 | / | -17
Cc1cc(C(=O)CN2C(=O)C(=O)N(C3CCCC3)C2=O)c(C)n1-c1ccc(F)cc1 | i | -20
CC(C(=O)N1c2ccccc2CCc2ccccc21)n1nnc(-c2ccc(N(C)C)cc2)n1 (configuration not stated) | i | -15
CCn1cc(/C=N\NC(=O)COc2cccc(C)c2C)c(C)n1 | i | -5
Cc1cc(C(=O)O)ccc1N=Cc1c(O)ccc2ccccc12 | i | 0
CCOc1cc(CNC)ccc1OCC(=O)NC(C)(C)C | i | -14
Cc1nn(Cc2ccccc2)c(N)c1C#N | i | -12
O=C(NNc1ccc([N+](=O)[O-])cc1)C12CC3CC(CC(C3)C1)C2 | i | -15
CC1SC(c2ccccc2)N(CC(O)c2ccc([N+](=O)[O-])cc2)C1=O (configuration not stated) | i | -22
CN1C(C)(C)CCCC1(C)C | i | -8
CC1CCCN(C(=S)Nc2ccc(Nc3ccccc3)cc2)C1 (configuration not stated) | i | -10
Cc1cc(Cn2nnc(-c3ccc(Br)cc3)n2)cc(C)c1O | / | 15

Compound activity from PubChem.
